GCN5L2 inh = inhibitors of human GCN5L2 histone acetyltransferase | Potency, µM (highest dose often 58.9 µM), for the others: at the highest dose activity change, negative = inhibition, usual class: inhibitors | hit rate 0.21% among 390,000 | Q92830 | AID 504327 | GCN5L2 HAT assay, ThioGlo1 CoA-SH fluorescence
Target sequence (Q92830 whole entry, looked up): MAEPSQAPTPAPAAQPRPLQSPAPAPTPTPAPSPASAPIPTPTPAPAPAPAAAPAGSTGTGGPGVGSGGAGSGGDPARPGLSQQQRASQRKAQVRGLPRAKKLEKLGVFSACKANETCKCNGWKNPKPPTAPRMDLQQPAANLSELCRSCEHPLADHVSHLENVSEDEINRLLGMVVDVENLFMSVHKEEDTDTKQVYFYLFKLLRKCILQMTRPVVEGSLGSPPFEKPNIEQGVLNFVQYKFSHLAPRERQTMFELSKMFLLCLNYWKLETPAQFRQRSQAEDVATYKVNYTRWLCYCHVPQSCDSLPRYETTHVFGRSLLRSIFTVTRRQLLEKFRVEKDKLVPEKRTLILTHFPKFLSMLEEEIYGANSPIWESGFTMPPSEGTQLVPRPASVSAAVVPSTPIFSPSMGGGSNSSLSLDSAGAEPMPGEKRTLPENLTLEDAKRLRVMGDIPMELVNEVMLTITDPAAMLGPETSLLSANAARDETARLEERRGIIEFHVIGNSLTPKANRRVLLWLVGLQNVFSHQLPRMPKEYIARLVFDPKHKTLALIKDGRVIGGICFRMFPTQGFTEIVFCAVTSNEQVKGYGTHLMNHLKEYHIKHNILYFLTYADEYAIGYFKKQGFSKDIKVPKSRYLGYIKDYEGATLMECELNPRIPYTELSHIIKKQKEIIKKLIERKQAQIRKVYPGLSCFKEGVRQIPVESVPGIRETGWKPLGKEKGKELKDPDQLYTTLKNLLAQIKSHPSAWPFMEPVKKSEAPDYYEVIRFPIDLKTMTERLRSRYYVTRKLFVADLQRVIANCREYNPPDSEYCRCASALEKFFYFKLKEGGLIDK
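Titration-based screen in which CoA formation is detected via maleimide probe ThioGlo1 (50uM) turning fluorescent on thiol reaction; substrates H3(1-25) 75uM and acetyl-CoA 70uM, GCN5L2 20nM, 20 min incubation at room temperature.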
FEN1 inhibitor = human FEN1 inhibition | Recombinant FEN1 flap cleavage, fluorescence, 15 min | Potency, µM (series often up to 114 µM), without a hit: top-dose activity change, negative = inhibition, actives largely listed as inhibitors | hit rate 0.35% among 390,000; further: nearly all actives have a fitted effect of over 65% in size
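FEN1 at 10 nM, compound pretreatment for 15 min (room temperature), 50 nM final substrate to initiate; endpoint reads at 0 and 15 min; DMSO-only plates used as vehicle background.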
N370S GC = inhibitors or activators of N370S glucocerebrosidase for Gaucher disease; P04062; N370S GC spleen homogenate, 4MU-glucoside fluorescence; Potency, µM (series often up to 59.4 µM), without a hit: top-dose activity change, negative = inhibition, most hits filed as inhibitors; hit rate 0.092% among 330,000; AID 2101;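 further: 0% = full enzyme activity and -100% = no enzyme basal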
* hit, by the source's call; ? = inconclusive; . = no result given; & = joins results of further samples; [ ] = dose if it differs, or a comment. The call rests on the fitted dose curve; in most records, active means well fitted curve in the direction sought with a large enough effect; inconclusive means small, poorly fitted or top-dose-only effect, or another doubt; inactive means no such curve, though single readings can be large; an effect the other way counts as inactive or inconclusive. Unless noted, on the % scale 0 is the no-effect control and ±100 the full control effect; potency means the concentration at half of the fitted maximal effect.

compound | GCN5L2 inh | FEN1 inhibitor | N370S GC
COc1cccc2sc(N(CCCN(C)C)C(=O)c3ccc(S(=O)(=O)N4CCCc5ccccc54)cc3)nc12 | -2% | -22% | ?
O=C(NCC1CCCN(Cc2nccs2)C1)c1cccc2ccccc12 (stereo not given) | -13% | 14% | -8%
COc1ccc(OC)c(S(=O)(=O)NCCCc2ccccc2)c1 | -1% | -1% | -2%
Cc1cccn2c(=O)c(/C=C(\C#N)C(=O)NCc3ccco3)c(N3CCCCC3)nc12 | -7% | -2% | 21%
COc1ccccc1C(=O)Nc1ccnn1C1CCN(Cc2cc(C)c(C)cc2C)CC1 | -2% | -14% | -21%
Cc1ccc(C(=O)N/C(=C\c2cccs2)C(=O)NC2CCCCC2)cc1 | -1% | 2% | 12%
Clc1ccc(-c2nnc3sc(-c4ccccn4)nn23)cc1 | 2% | . | 3%
CCCN1CCN(CCCNC(=O)C(CC)n2nc(C)c3sc4ccccc4c3c2=O)CC1 (stereo not given) | -8% | 16% | -1%
CCc1sc(C(=O)Nc2ccccc2N2CCOCC2)cc1C | -6% | 15% | 14%
OCCN1CCN(c2nc(NCc3ccco3)c3ccccc3n2)CC1 | -5% | -5% | -6%
COc1ccc(NC(=O)c2ccc(NC(=O)CN3CCN(c4ccccc4)CC3)cc2)cc1 | -1% | 4% | .
CC(C)C[C@H](NC(=O)N1CCCCCC1)C(=O)N[C@H](Cc1cn(C)c2ccccc12)C(=O)N[C@H](Cc1ccccn1)C(=O)O | 6% | . | -5%&-3%
CC(=O)c1ccc2c(c1)OCCOCCOCCOCCOCCO2 | 1% | 0% | -18%
Cc1sc2ncn3cnnc3c2c1C | -10% | -6% | 1%
COC(=O)C1=C(N)Oc2cc(C)n(Cc3cccnc3)c(=O)c2C1c1ccc(OC)c(OC)c1 (stereo not given) | 2% | 4% | 3%
N#Cc1ccc(-c2csc(-c3ccno3)n2)cc1 | 2% | 1% | 2%
C/C(=N\NC(=O)CC1N=C(Cc2ccccc2)NNC1=O)c1ccc(Br)cc1 (stereo not given) | 0% | -3% | 5%
O=C(CCc1ccccc1)N/N=C/c1cc(Br)ccc1O | 7% | -7% | 3%
CS(=O)(=O)N(CCc1ccccc1)CC(=O)NCc1ccccc1 | -5% | 18% | -4%
O=c1c2sc3ccccc3c2n(Cc2cccc(Cl)c2)c(=O)n1Cc1ccc(F)cc1 | -7% | 9% | .
Cc1cccc(C(=O)NC(CC(=O)O)c2ccc(OC3CCCC3)cc2)c1[N+](=O)[O-] (stereo not given) | -3% | 2% | -4%
CC(=O)N1CCN2C(=O)C1CCCC(=O)c1cc(C)ccc12 (stereo not given) | -3% | 7% | 2%
CC(=O)c1cccc(NC=C2C(=O)OC3(CCCCC3)OC2=O)c1 | 0% | 1% | 3%
COc1ccc(/C=N/Nc2nc(-c3cccc(S(=O)(=O)N4CCCC4)c3)cs2)c(OC)c1 | -4% | -1% | -7%
O=C(c1cn(CC(=O)N2CCCCC2)c2ccccc12)C1CC1 | 0% | -5% | 8%[2.35 µM]
C[C@]12CCC3c4ccc(O)cc4CCC3[C@@H]1CCC2=O (stereo not given in full) | 0%[21.4 µM] | . | 20%[21.6 µM]
Cc1ccc(N(C(C)C(=O)N2CCCCC2)S(C)(=O)=O)cc1C (stereo not given) | 4% | -8% | 4%
O=C(COC(=O)c1ncc(Cl)c(Cl)c1Cl)Nc1ccccc1OC(F)F | 0% | -2% | 10%
O=C(c1nn2c(C(F)(F)F)cc(-c3cccs3)nc2c1Br)N1CCCc2ccccc21 | -7% | 0% | -18%
CS(=O)(=O)Nc1ccc(S(=O)(=O)N2CCCC2)cc1 | 3% | -2% | 1%
COc1ccc(-n2c(=O)c3c(c4cc(OC)ccc4n3C)n(Cc3cccc(OC)c3)c2=O)cc1 | 0% | 4% | .
Cc1ccc(-n2nc3c(=O)n(CC(=O)NCc4ccccn4)nc(C)c3c2C)cc1 | -1% | -3% | -14%
C[C@H](CO)N1C[C@H](C)[C@@H](CN(C)Cc2ccccc2)Oc2c(NC(=O)C3CC3)cccc2C1=O | -2% | 3% | .
O=C(Nc1ncc(Cc2cccc(Cl)c2)s1)c1ccc([N+](=O)[O-])cc1 | ? | 4% | -5%
O=C(c1cc(-c2ccc(Cl)cc2)n[nH]1)N1CCN(C(=O)c2ccco2)CC1 | -2% | -4% | -1%
CCN(CC)C(=O)CSc1nc2ncc(Cl)cc2[nH]1 | -1% | -2% | 10%
Cc1c(Cl)cccc1NC(=O)Nn1cnnc1 | -28% | -13% | -1%
CCn1c(C)c(C(C)=O)c(N2CCN(c3ccccn3)CC2)nc1=S | . | -16% | 4%
COc1cc(OC)cc(C(=O)NNC(=O)c2ccc(S(=O)(=O)N3CC(C)OC(C)C3)cc2)c1 (stereo not given) | -8% | -3% | 3%
S=C(c1c[nH]c2ccccc12)N1CCCC1 | 21% | -2% | -3%
Cn1c(=O)c2c(ncn2CC(=O)Nc2nc(-c3ccccc3Cl)cs2)n(C)c1=O | -12% | 16% | 4%
O=C(CSc1ncnc2c1oc1ccccc12)N1CCc2ccccc2C1 | 2% | . | 27%
CC(C)c1ccccc1OCC(O)CN1CCN(S(=O)(=O)c2ccc([N+](=O)[O-])cc2)CC1 (stereo not given) | ? | -1% | -28%
COc1ccc(CSc2nnnn2Cc2ccccc2)cc1OC | -8% | -4% | 2%
CSc1nc(O)c(Nc2cccc(Cl)c2)c(=O)[nH]1 | -3% | 10% | -14%
CCc1ccccc1NC(=O)Cn1c(=O)n(C(C)C)c(=O)c2oc3ccccc3c21 | -4% | 15% | .
CS(=O)(=O)N1CCN(c2ccccc2NC(=O)Cc2ccc(Cl)cc2)CC1 | 2% | 1% | 4%
CCOC(=O)CNC(=O)C12CC3CC(CC(C3)C1)C2 | 10% | 4% | 0%
Cc1ccc(S(=O)(=O)Nc2csc(C)c2C(=O)O)cc1 | -18% | 0% | 1%
O=C(CCCc1c[nH]c2ccccc12)N1CCCCCC1 | -1% | 7% | -3%
O=C1/C(=C\c2ccco2)SC(=S)N1c1ccccc1 | -16% | -4% | -9%
COc1ccc(C2=NOC(C(=O)Nc3ccc4c(c3)OCCO4)C2)c(OC)c1 (stereo not given) | -3% | 11% | 1%
CC1(C)Cc2nc3sc4c(NCCO)ncnc4c3cc2CS1 | -3% | -19% | 6%
CC(C)c1nc2ccccn2c1NC1CCCCC1 | -2% | -7% | -5%
O=C(CN1C(=O)c2ccccc2C1=O)NCCc1c[nH]c2ccc(Cl)cc12 | -3% | 7% | -4%
CCN(CC)S(=O)(=O)c1ccc(N2CCCC2)c(NC(=O)c2ccc(OC)cc2OC)c1 | -7% | -12% | -3%
Cc1ccc(OCC(=O)Nc2ccccc2C(=O)OCc2cc(=O)n3ccsc3n2)cc1C | -7% | -2% | .
CN(C)S(=O)(=O)Nc1cc(Cl)cc(Cl)c1 | -9% | -3% | 11%
Cn1c(SCC2CCCCC2)nnc1-c1ccncc1 | -16% | 9% | -2%
O=C(Oc1cccnc1)c1cc2ccccc2oc1=O | -1% | 2% | -4%

Compound profiles, from the list above. Order of screens: GCN5L2 inh, FEN1 inhibitor, N370S GC
`CN(C)S(=O)(=O)Nc1cc(Cl)cc(Cl)c1` as listed: -9%, -3%, 11%
`CCN(CC)S(=O)(=O)c1ccc(N2CCCC2)c(NC(=O)c2ccc(OC)cc2OC)c1` as listed: -7%, -12%, -3%

An excerpt from above, reduced to N370S GC and GCN5L2 inh:
mol,N370S GC,GCN5L2 inh
CC(C)c1ccccc1OCC(O)CN1CCN(S(=O)(=O)c2ccc([N+](=O)[O-])cc2)CC1 (stereo not given),-28%,?
COc1ccc(CSc2nnnn2Cc2ccccc2)cc1OC,2%,-8%
CSc1nc(O)c(Nc2cccc(Cl)c2)c(=O)[nH]1,-14%,-3%
CCc1ccccc1NC(=O)Cn1c(=O)n(C(C)C)c(=O)c2oc3ccccc3c21,.,-4%
CS(=O)(=O)N1CCN(c2ccccc2NC(=O)Cc2ccc(Cl)cc2)CC1,4%,2%
CCOC(=O)CNC(=O)C12CC3CC(CC(C3)C1)C2,0%,10%

Gathered by group: the entries above containing a nitro group on carbon
compound | GCN5L2 inh | FEN1 inhibitor | N370S GC
Cc1cccc(C(=O)NC(CC(=O)O)c2ccc(OC3CCCC3)cc2)c1[N+](=O)[O-] (stereo not given) | -3% | 2% | -4%
O=C(Nc1ncc(Cc2cccc(Cl)c2)s1)c1ccc([N+](=O)[O-])cc1 | ? | 4% | -5%
CC(C)c1ccccc1OCC(O)CN1CCN(S(=O)(=O)c2ccc([N+](=O)[O-])cc2)CC1 (stereo not given) | ? | -1% | -28%

Next entries follow:
Each structure is followed by: GCN5L2 inh	FEN1 inhibitor	N370S GC
- Nc1cc2nsnc2cc1Br
 : ?	?	-4%[12.8 µM]
- CC1(C)Cc2c(sc(NC(=O)COc3ccc(Cl)cc3Cl)c2C(N)=O)C(C)(C)N1
 : 1%	-13%	0%
- O=C(C1=NN[C@@H]2C(=O)N(Cc3ccccc3)C(=O)[C@H]12)c1ccc([N+](=O)[O-])cc1
 : -3%	11%	1%
- O=C(CSc1nc(O)cc(=O)n1-c1ccccc1)NCc1ccccc1
 : -22%	-3%	-3%
- Cc1ccc(N2C(=O)c3ccccc3C2=O)nc1
 : 26%	22%	8%
- CCOc1ccc(-n2c(SCc3ccc([N+](=O)[O-])cc3)nnc2-c2ccc(OC)cc2)cc1
 : -9%	-13%	-4%
- CCNc1c(NC(=O)COc2ccc(Cl)cc2)c(=O)oc2ccccc12
 : -3%	-7%	0%
- COc1ccccc1C(=O)Nc1cccc(C(=O)OCc2cc(=O)n3nc(C)sc3n2)c1
 : -3%	-5%	.
- c1ccc(C(c2ccccc2)N2CC3(CCNCC3)C2)cc1
 : 3%	.	-4%
- CC(OC(=O)CC1CCCC1)C(=O)Nc1ccc(Cl)cn1 (stereo not given)
 : -12%	-3%	2%
- CN(C(=O)COC(=O)c1c2c(nc3ccccc13)/C(=C/c1cccc([N+](=O)[O-])c1)CCC2)C1CCS(=O)(=O)C1 (stereo not given)
 : -8%	0%	10%
- CS(=O)(=O)c1ccc(Cl)c(NC(=O)COC(=O)CNC(=O)c2cccs2)c1
 : -4%	13%	-2%
- COc1ccc(C(=O)Nc2cc(C)on2)cc1S(=O)(=O)N1CC(c2ccccc2)CC1=O (stereo not given)
 : -7%	-8%	-4%
- COc1ccc(N2CCN(Cc3nnc(-c4cccc(Br)c4)o3)CC2)cc1
 : -7%	?	.
- CCN1C(=O)/C(=C/c2cccs2)SC1=Nc1ccc(OC)cc1
 : -4%	-9%	21%
- Cc1c(Cl)cccc1NC(=O)CCC(=O)NNC(=O)c1ccccc1
 : -4%	-2%	2%
- Cc1cccc(N2C(=O)CS/C2=N\NC(=O)c2ccc(Br)cc2)c1C
 : 3%	4%	21%
- O=S(=O)(NCC1CCCO1)c1cnc(Cl)c(Br)c1 (stereo not given)
 : 0%	-3%	-8%
- CCN(CC)C(=O)C(=O)Nc1ccc(OC)c(Cl)c1
 : -9%	4%	-3%
- O=C(NCc1ccccc1Cl)C1CCC(CNc2c(N3CCCCC3)c(=O)c2=O)CC1 (stereo not given)
 : 0%	14%	-16%
- CC(C)CCN(C(=O)Nc1ccccc1)C(C)c1cccs1 (stereo not given)
 : -4%&-8%	-17%&0%	10%
- CCOC(=O)c1cnc(-n2nc(C)cc2C)nc1NNc1cc(-c2ccccc2)nc(C)n1
 : 0%	.	5%
- COc1ccc(C(=O)NCCCCCC(=O)N/N=C/c2ccco2)cc1OC
 : 0%	-2%	8%
- COc1ccc(S(=O)(=O)N2CCN(C(=O)C3COc4ccccc4O3)CC2)cc1 (stereo not given)
 : ?	50µM*	.
- NC(=O)CN(c1ccc(Oc2ccccc2)cc1)S(=O)(=O)c1ccccc1
 : ?	9%	?
- O=C1C2C3CC(C2C(=O)N1c1cccc(Cl)c1)[C@H](O)C3O (stereo not given in full)
 : 3%	20%	-2%
- CCS(=O)(=O)N1CCN(C(=O)c2ccccc2[N+](=O)[O-])CC1
 : -5%	4%	-24%
- CCCCCCOc1ccc(C2C(=O)N(C3CCCCC3)CC(=O)N2CCC)cc1 (stereo not given)
 : -5%	-19%	.
- Cc1ccc(S(=O)(=O)n2cnc3ccccc32)c(C)c1
 : -4%	-1%	-1%
- CCOc1ccc2nc(NC(=O)/C=C/c3ccc4c(c3)OCO4)sc2c1
 : -1%	5%	2%
- COc1ccc(N/C=C(\C#N)c2ccc(OCCCF)cc2)cc1
 : -4%	-13%	5%
- COc1ccc(C2CC(c3ccc(Cl)c(Cl)c3)Nc3nc(N)nn32)cc1 (stereo not given)
 : -7%	-19%	5%
- CCc1nc(SCC(=O)Nc2cccc(C(F)(F)F)c2)c2c(=O)n(C)c(=O)n(C)c2n1
 : -3%	-8%	-4%
- O=[N+]([O-])c1cccc2c(N3CCOCC3)ccnc12
 : 2%	-5%	-6%
- CSc1ncccc1C(=O)N1CCN(C(=O)c2ccccc2)CC1
 : 1%	26%	-2%
- CCn1cc(SCC(=O)NCc2ccc3c(c2)OCO3)c2ccccc21
 : -15%	-20%	3%
- CCOc1ccc(C(=O)N2CCCN(C(=O)c3ccc(OCC)cc3)CC2)cc1
 : -2%	11%	27%
- COc1ccccc1NC(=O)Cc1nnc(SCC(=O)NC2=NCCS2)n1C
 : -1%	0%	-13%
- CCOC(=O)c1c(C)n(-c2ccccc2)c2ccc(OC(=O)c3cccc(OC)c3OC)cc12
 : 2%	-15%	.

Only part of the results is shown; rates above refer to the full screens.
